# Yeast life ext: extends the lifespan of yeast; S. cerevisiae growth with nicotinamide, OD615; deaD strain in restrictive glucose medium; AID 775; inhibition of the nicotinamide effect, % at 10 µM; 0.68% of 130,000 active;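 active = inhibition above a set limit, placed 3 SD over the median of all compounds, cut at about 26% in these data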;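 note: 0% = nicotinamide-treated wells and 100% = cells grown without nicotinamide; some compounds called inactive have numbers as strong as hits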
#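 System: DeaD-strain S. cerevisiae / Buffer or medium: CSMM-D, restrictive glucose (dextrose) synthetic minimal medium / Probe or stimulus: nicotinamide, 1.5 mM, co-present with compound / Compound: one concentration, 10 µM, DMSO 0.25% / Incubation: 48 h compound exposure at 30 °C, humidified / Technique: optical density (absorbance) at 615 nm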
# PTEN del growth: PTEN-deleted cell growth suppression. viability, % at 10 µM. AID 827. HCT116 PTEN-null viability, CellTiter-Glo, 60 h; hits give low values. 1.2% of 140,000 active;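 active = viability at or below a set limit, 4 SD under the median of all tested compounds, cut at about 3.7% in these data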;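 note: PTEN knockout HCT116 line with beta catenin targeted HCT116 as companion control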
# Phagocytosis inh: macrophage phagocytosis inhibition; J774A.1 macrophage IgG-bead phagocytosis, imaging; inhibition, % at 5 µM; 0.07% of 110,000 active;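 active = inhibition above the mean of the plate negative controls plus 5 SD, cut at about 13% in these data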;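 note: phagocytic index as fraction of beads internalized from green versus red external bead signal; plate controls were DMSO negative control for no effect and cytochalasin-D positive control for full effect; some results beyond the cut were filed as inactive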
# Measles CPE: protection of cells from measles virus; Measles virus-infected cells, CPE protection, absorbance; 1.5% of 140,000 active; protection (pct of control), % at 4 µM; in the data active = protection mostly above about 24%, no sharp cut-off; inactive = mostly below about 26%; note: some compounds called inactive have numbers as strong as hits
# MRP-1 activ: activators of MRP-1; 0.61% of 140,000 active; AID 799; viability increase, % at 10 µM; H69AR cells + doxorubicin, viability rescue, CellTiter-Glo;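 active = viability gain under doxorubicin at or above a set limit, the compound median plus 3 SD, cut at about 4.7% in these data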;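 note: MRP-1 overexpressing cells given doxorubicin 25 µM after compound pretreatment; 18-22 h compound pretreatment then 72 h with doxorubicin before readout; 0% = doxorubicin-only wells and 100% = vehicle-treated cells without doxorubicin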
# NPY Y2 blocker: blocks the human neuropeptide Y Y2 receptor. inhibition, % at 2.7 µM. 0.99% of 140,000 active. NPY-Y2 expressing cells, antagonist mode. P49146; in the data active = inhibition above about 17%;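 note: 0% = vehicle with agonist challenge and 100% = reference antagonist with challenge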
# Target sequence (P49146 whole entry, looked up): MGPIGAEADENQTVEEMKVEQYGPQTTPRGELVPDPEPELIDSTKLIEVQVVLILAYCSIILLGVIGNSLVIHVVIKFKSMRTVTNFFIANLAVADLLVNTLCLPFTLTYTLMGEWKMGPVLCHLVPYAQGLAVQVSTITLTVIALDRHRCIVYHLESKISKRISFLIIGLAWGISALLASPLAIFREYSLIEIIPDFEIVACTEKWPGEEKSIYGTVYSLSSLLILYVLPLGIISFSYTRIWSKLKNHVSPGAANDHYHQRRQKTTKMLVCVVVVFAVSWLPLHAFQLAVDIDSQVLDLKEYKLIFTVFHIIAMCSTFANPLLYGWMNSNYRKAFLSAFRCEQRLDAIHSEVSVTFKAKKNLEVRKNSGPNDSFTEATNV
# Yeast growth inh: chemicals that inhibit yeast BB579 growth in restrictive medium (lifespan-shortening candidates) | AID 804 | inhibition, % at 10 µM | 0.51% of 140,000 active | S. cerevisiae BB579 growth, OD615, 48 h;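 active = inhibition above a set limit, 3 SD over the mean compound inhibition, cut at about 44% in these data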; note: inactives centre near -24
#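 Material: Saccharomyces cerevisiae DeaD strain BB579, replicative lifespan model yeast; buffer or medium: CSMM-D restrictive synthetic medium containing dextrose (glucose); compound: 10 µM single dose, DMSO 0.25%; timing: 48 h compound exposure at 30 °C after 4 h preincubation; signal: turbidity as optical density at 615 nm; benchmarks: positive control amphotericin B 10 µg/mL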
# GALR2 blocker: blocks the human galanin receptor 2. O43603. GALR2-expressing cells, antagonist mode. inhibition, % at 4 µM. 0.39% of 140,000 active. AID 828; in the data active = inhibition above about 27%;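 note: cells stimulated with galanin 1-16 at roughly its EC80; 0% = agonist challenge control and 100% = basal control without agonist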
# Target sequence (O43603 whole entry, looked up): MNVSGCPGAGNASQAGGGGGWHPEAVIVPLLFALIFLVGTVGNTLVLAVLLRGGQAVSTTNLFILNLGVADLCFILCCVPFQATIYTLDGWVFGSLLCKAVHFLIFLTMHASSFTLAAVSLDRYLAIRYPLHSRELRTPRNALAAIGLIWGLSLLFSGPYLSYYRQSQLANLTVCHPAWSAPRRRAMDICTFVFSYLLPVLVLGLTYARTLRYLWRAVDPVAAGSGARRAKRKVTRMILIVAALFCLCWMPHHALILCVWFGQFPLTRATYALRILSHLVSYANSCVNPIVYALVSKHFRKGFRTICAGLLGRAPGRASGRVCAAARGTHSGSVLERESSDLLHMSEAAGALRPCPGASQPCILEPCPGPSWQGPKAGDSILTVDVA
# E-sel TNF inh: TNF alpha driven E-selectin expression inhibition; 0.71% of 120,000 active; HUVEC TNFa-induced E-selectin immunofluorescence, high content; inhibition, % at 2 µM;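 active = inhibition above the batch mean plus 3 SD, and confirmed as a hit on visual image review, cut at about 43% in these data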;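 note: 0% = TNF-stimulated DMSO wells and 100% = unstimulated control wells; not every result past the cut was called active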
# bCat KO growth: beta-catenin-lacking colon tumor cell growth suppression; AID 818; viability, % at 10 µM; 1.5% of 140,000 active; HCT116 beta-catenin knockout viability, CellTiter-Glo, 60 h; hits give low values;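 active = viability at or under a set limit, the compound median less 4 SD, cut at about 6% in these data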;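 note: 0% = Hyamine 1622 control at 20 µM and 100% = untreated cell control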
# The depositor's hits bear a star; . = no result given.
compound,NPY Y2 blocker,PTEN del growth,bCat KO growth,GALR2 blocker,E-sel TNF inh,Phagocytosis inh,Yeast growth inh,MRP-1 activ,Measles CPE,Yeast life ext
CC(C)(C)N1CC(c2nc3ccccc3n2Cc2ccc(Cl)cc2)CC1=O (configuration not stated),11,74,84,-9,21,0,23,-2.7,2,-7
CCC(=O)Nc1cccc(NC(=O)COc2ccc(OC)cc2)c1,1,101,99,-4,-7,-1,-9,-1.9,14,-11
O=S1(=O)N=C(Oc2cccc3ccccc23)c2ccccc21,6,95,89,18,6,.,-26,-4.2,9,.
O=C(O)CCC(=O)N1CCc2cc(S(=O)(=O)NC3CCCC3)ccc21,0,97,106,7,-10,1,-40,-1.2,27,23
CCC(C(=O)N1CCc2ccccc2C1)n1nc(C)n2c(cc3occc32)c1=O (configuration not stated),4,92,106,12,.,-1,-19,-4.0,3,14
O=C1NC(=O)C2C3c4ccccc4C(c4ccccc43)C12 (configuration not stated),4,97,99,2,-24,-3,-50,-0.1,7,-1
FC(F)(F)c1cccc(OCCN2CCN(Cc3ccccc3)CC2)c1,13,81,84,-14,.,4,-12,-0.7,5,3
O=C(Cn1cnc2c(nnn2-c2ccccc2)c1=O)N1CCC(Cc2ccccc2)CC1,2,109,81,5,.,-1,-70,-0.7,9,-6
CCCCCC(C)NC(=O)c1ccoc1C (configuration not stated),-2,97,98,7,-29,.,-11,-1.2,19,.
O=c1c2ccccc2nnn1CSc1ncnc2ccccc12,-2,56,42,-11,0,.,-39,-5.8,4,-20
CCCN(CC1CC1)S(=O)(=O)c1ccc(S(N)(=O)=O)cc1,-2,96,103,-4,.,0,-25,-0.7,8,-6
CCc1ccc(N2CC(C(=O)OCC(=O)Nc3cc(C)on3)CC2=O)cc1 (configuration not stated),0,106,107,8,-17,-1,-16,1.7,28,-5
O=C(COC(=O)CCCSc1nc2ccccc2[nH]1)NC(=O)NC1CCCC1,2,92,87,1,-12,1,-45,-1.0,13,-3
NC(=O)[C@@H]1CCCNc2c(I)cc([N+](=O)[O-])cc2C(=O)N[C@@H](CO)C(=O)N[C@@H](Cc2ccc(O)cc2)C(=O)N1,-1,100,86,2,-14,.,-46,-0.8,24,-1
O=C1CC(C(=O)N(c2ccc(F)cc2)C(C(=O)NC2CCCC2)c2ccccn2)CS1 (configuration not stated),2,89,94,-12,-5,-1,-34,-0.7,1,-12
O=c1[nH][nH]c(-c2ccccc2)c1C=Nc1ccccc1Cl,2,88,93,12,-50,2,-28,-2.0,5,-19
Cc1cccc(NS(=O)(=O)c2cccs2)c1,4,108,85,8,23,-1,-61,-0.4,14,8
COC(=O)c1cc(OC)c(OC)cc1NC(=O)CC1CCCCC1,5,80,85,-4,-13,1,-19,-3.2,22,-16
N#Cc1c(-c2cccnc2)c2c([nH]c1=S)CCCC2,1,93,92,-6,6,-1,-45,-2.9,8,-19
CCc1nnc(NC(=O)c2cc(S(=O)(=O)N(CC)CC)ccc2Cl)s1,1,93,97,-20,-5,-2,1,1.3,9,-7
O=C1c2cccnc2C(=O)N1c1ccccc1-c1ccccc1,3,97,93,-13,-17,2,-7,-2.5,12,9
CCc1c(C)nc2ncnn2c1N1CCCC(C(=O)NCc2ccco2)C1 (configuration not stated),3,98,95,-13,13,.,-85,-1.1,10,0
COc1ccc(/C=N/NC(=O)c2ccccc2Cl)cc1CSc1nc2ccccc2s1,4,18,21,16,8,2,-52,-4.2,2,0
Nc1ccccc1NC1=CC(=O)CC(c2ccco2)C1 (configuration not stated),-2,71,77,6,-21,3,-17,-2.7,24,-14
Cc1cc(C)cc(N(CCC(=O)Nc2nnc(C3CC3)s2)S(=O)(=O)c2ccc(Cl)cc2)c1,2,36,48,3,2,-4,-27,-2.7,6,2
CCOC(=O)C1C(c2cc(OC)c(OC)c(OC)c2)NC(=S)NC1(O)C(F)(F)F (configuration not stated),5,96,84,4,9,0,-2,-0.9,11,-1
Cc1[nH]nc(-c2ccc(OCc3cnn(-c4ccccc4)c3)cc2O)c1Oc1ccc(F)cc1,4,68,63,0,-30,1,-64,-4.5,5,-5
CSc1nccc(-c2nn(-c3ccc(C)cc3)ccc2=O)n1,5,23,19,2,6,3,-20,-1.9,21,-7
CCOc1c2ccc(C(=O)N[C@H](C)C3CCCCC3)cc2nn1CC,0,91,92,0,-33,.,-10,-2.4,5,-25
COC(=O)c1ccc(N2C(=O)CC(Sc3n[nH]c(C)n3)C2=O)cc1 (configuration not stated),-2,103,96,6,6,-1,-3,2.1,13,4
CC1CC(Nc2ccccc2N)=CC(=O)O1 (configuration not stated),5,94,90,-5,-17,0,-21,-0.9,12,-12
CCOc1ccccc1C1C(C#N)=C(N)Oc2cc(C)n(Cc3ccccn3)c(=O)c21 (configuration not stated),4,97,98,-11,4,0,-42,-3.2,6,-2
CCCCN(C(=O)c1cc2ccccc2o1)c1c(N)n(CC(C)C)c(=O)[nH]c1=O,3,91,83,-4,2,-4,-14,-1.7,3,2
O=C(Cn1c(=O)sc2ccccc21)Nc1nc2c(s1)CCCC2,2,90,90,-2,10,-1,-50,-1.7,16,6
CCN(CC)S(=O)(=O)c1ccc(N2CCOCC2)c(NS(=O)(=O)c2ccc(C)c(C)c2)c1,1,75,80,-7,12,.,-43,-1.8,14,-1
O=C1c2ccccc2C(=O)N1CCCCN(C(=O)c1ccc(Cl)s1)c1ccc(Cl)cc1,11,87,84,-9,-3,-8,-34,1.1,23,13
S=c1[nH]nc(-c2ccco2)n1/N=C/c1ccccc1Cl,4,87,88,-7,.,-8,-23,-1.0,9,-1
Cc1ccc(NC(=O)CC(C)N2CCCC2)cc1 (configuration not stated),7,114,106,13,5,.,-40,-0.3,4,-7
Cc1ccc2cccc(NC3OC(=O)c4ccccc43)c2n1 (configuration not stated),-1,85,81,-3,.,.,3,-2.3,4,1
CC(C)OCCCNc1nc2c(c(=O)n(Cc3ccccc3F)c(=O)n2C)n1C,-2,87,94,-12,-24,-1,-18,-1.8,10,-2
Cc1cc(C(=O)COC(=O)C2=COCCO2)c(C)n1-c1ccc2c(c1)OCO2,2,66,62,-12,-33,0,-41,-0.8,18,-4
COc1ccc(CCN(C)Cc2ccc(OC)c(OCc3ccccc3)c2)cc1OC,6,64,68,5,7,-4,-5,-2.0,6,2
Cc1ccc(NC(=S)NNC(=O)c2c(Cl)c(C)nn2C)cc1,2,93,89,7,8,-4,-61,-0.8,9,-5
Cc1ccsc1/C=N/NC(=O)Cn1cnc2ccccc21,1,98,93,5,.,-3,-19,-2.2,21,7
Cc1oc(-c2ccccc2F)nc1CS(=O)CC(=O)NCc1ccc2c(c1)OCO2 (configuration not stated),14,89,94,-1,1,0,6,-2.5,14,-3
C=CCN1C(=O)C(C)(C)N(C(C)=O)c2ccccc21,3,104,101,6,2,0,-31,0.3,20*,28*
Cc1cccc(NC(=S)N(CCN(C)C)C(C)c2ccco2)c1 (configuration not stated),0,99,97,3,5,-6,-21,-1.4,3,0
Cc1ccc(-c2cc(C(=O)NC3=NCCS3)c3ccccc3n2)cc1C,-2,91,89,11,.,.,-33,-3.8,2,-5
Cc1nn(-c2cccc(C(=O)O)c2)c(C)c1Oc1ccccc1O,3,85,100,8,.,0,-49,-0.1,17,-9
O=C1C(C=NCCCN2CCOCC2)=C(O)c2ccccc21,1,76,80,4,.,0,-32,-3.8,8,-21

# (cont.)
compound,NPY Y2 blocker,PTEN del growth,bCat KO growth,GALR2 blocker,E-sel TNF inh,Phagocytosis inh,Yeast growth inh,MRP-1 activ,Measles CPE,Yeast life ext
CC1C(O)=C(c2nc3ccccc3[nH]2)C(=N)N1c1ccccc1 (configuration not stated),-1,34,31,-5,-1,.,18,-3.5,6,-11
O=C(CSc1nnc(SCc2ccc(Cl)cc2)s1)N1CCN(C(=O)c2ccco2)CC1,0,84,76,-7,27,1,-42,-0.3,16,-6
CC(C)NC(=O)/C(C#N)=C/c1cccc(NC(=O)c2ccccc2Cl)c1,-1,59,67,13,19,-5,-25,-5.1,4,3
Cc1cc(C(=O)OCC(=O)N(C)C2CCS(=O)(=O)C2)c(C)n1-c1ccccc1 (configuration not stated),-2,107,91,4,.,-1,3,-2.6,4,-34
COc1ccc(O)c(-c2cn[nH]c2-c2cccs2)c1,-2,84,87,6,-7,7,-20,-0.7,3,-6
O=C(Nc1ccc2c(c1)OCCO2)C1CCCN(S(=O)(=O)c2cccnc2)C1 (configuration not stated),2,94,91,16,-36,0,-73,-1.0,15,-6
O=C(CSc1nc(O)c(C2CCCCC2)c(=O)[nH]1)Nc1ccc(Cl)cc1,-1,83,87,8,.,0,-43,-0.4,12,-5
Cn1c(NC(=O)c2cc(-c3ccc4c(c3)OCO4)nc3ccccc23)cc(=O)n(C)c1=O,4,78,76,-5,23,.,-31,-0.9,41,-21
COc1ccc2nc(SCC(=O)c3ccco3)[nH]c2c1,2,96,98,-1,-8,.,-20,-1.9,7,-25
C/C(=N/NC(=O)c1sc(=S)n(C)c1C)c1ccccc1,0,95,90,4,.,-7,-9,-3.7,5,-7
Cc1cc(C)nc(SCC(=O)N2CCOCC2)n1,1,114,90,-5,.,-1,13,1.0,7,-2
COc1ccc(-c2csc(NC(=O)c3ccccc3NS(=O)(=O)c3ccc(C)cc3)n2)cc1,1,105,106,4,-6,-12,18,-2.8,8,0
COc1cccc(-c2cc(C(=O)N3CCN(C(c4ccccc4)c4ccccc4)CC3)no2)c1,7,57,56,2,-6,0,-29,-0.7,8,1
Cc1ccn2c(Nc3ccc4c(c3)OCO4)c(-c3ccccn3)nc2c1,3,14,14,30*,.,-2,-43,-4.8,3,8
COCC(C)NC(=O)c1cc(-c2ccccc2OC)on1 (configuration not stated),1,101,90,-11,2,1,-21,-0.9,8,-26
COc1ccccc1C(c1nnnn1CCc1ccccc1)N1CCCCCC1 (configuration not stated),26*,41,50,-10,2,1,-14,-2.6,5,-4
O=C(O)C1CC=CCC1C(=O)NCc1ccc2c(c1)OCO2 (configuration not stated),4,105,99,-16,1,.,-16,1.8,7,.
O=C(CN1CCCCCCC1)N/N=C/c1ccccc1F,4,98,94,-2,9,-1,11,-1.3,15,4
CCOC(=O)CSC1=C(C#N)C(c2ccc(Cl)cc2)CC(=O)N1 (configuration not stated),2,90,97,10,0,0,32,-1.6,7,-11
Cc1ccc(-c2cc(C(=O)Nc3nn[nH]n3)c3ccccc3n2)c(C)c1,7,110,100,16,-21,2,-59,-1.1,12,-7
